697 NFkB inh – inhibitors of the PMA/ionomycin-induced NF-kB reporter in 697 B cells; 697 B-cell NF-kB luciferase reporter, 16 h; inhibition, % at 4 µM; 0.33% of 330,000 active; AID 435022; in the data active = inhibition above about 35%
UPR XBP1 act – activators of adaptive arm of unfolded protein response (XBP1) | 0.33% of 330,000 active | activation, % at 20 µM | CHO-XBP1 luciferase reporter, IRE1-XBP1 UPR activation, luminescence; percent of tunicamycin response, DMSO as zero | AID 463104;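 active = versus positive control, 20 µM dose yields 30% or more activation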;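 note: 100% = tunicamycin at 10 µg/mL and 0% = DMSO only wells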
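incubation = overnight seeding at 37 °C, 6 h compound treatment at 37 °C | assay system = CHO-XBP1 cells stably carrying IRE1-XBP1-driven luciferase reporter | input = 1000 cells per well | detection = luciferase luminescence | dosing = single point, 20 µM final compound, 1% DMSO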
CCR6 antag – blocks CCL20-driven beta-arrestin recruitment at human CCR6; P51684; CHO-K1 CCR6 PathHunter beta-arrestin, luminescence, CCL20-stimulated; inhibition, % at 20 µM; 0.49% of 340,000 active; AID 493098;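 active = compounds whose inhibition of the agonist-driven luminescence signal at 20 µM reaches about 50%, limit read from the data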;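 note: cells stimulated with CCL20 at 14 nM final; plate controls were DMSO with CCL20 for no effect and DMSO without agonist for full effect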
Target sequence (P51684 whole entry, looked up): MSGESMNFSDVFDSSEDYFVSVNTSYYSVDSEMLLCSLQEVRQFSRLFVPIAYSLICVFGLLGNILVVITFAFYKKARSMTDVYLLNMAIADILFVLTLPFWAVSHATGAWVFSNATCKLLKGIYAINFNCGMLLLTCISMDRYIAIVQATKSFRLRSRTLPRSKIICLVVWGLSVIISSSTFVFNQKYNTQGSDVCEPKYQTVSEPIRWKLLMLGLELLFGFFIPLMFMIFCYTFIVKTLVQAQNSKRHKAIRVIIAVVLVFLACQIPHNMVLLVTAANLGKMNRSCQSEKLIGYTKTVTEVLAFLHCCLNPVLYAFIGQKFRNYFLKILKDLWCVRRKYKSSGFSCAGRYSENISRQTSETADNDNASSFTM
EBI2 block – EBI2 (human) antagonism | inhibition, % at 5 µM | 0.81% of 360,000 active | EBI2 beta-arrestin recruitment, luminescence, 7a,25-OHC stimulated | AID 651636 | P32249; in the data active = inhibition above about 38%;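 note: enzyme fragment complementation signal reports receptor beta-arrestin coupling in cells; 0% = agonist plus DMSO wells and 100% = wells without agonist; some results beyond the cut were filed as inactive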
Target sequence (P32249 whole entry, looked up, the tested form may be a part): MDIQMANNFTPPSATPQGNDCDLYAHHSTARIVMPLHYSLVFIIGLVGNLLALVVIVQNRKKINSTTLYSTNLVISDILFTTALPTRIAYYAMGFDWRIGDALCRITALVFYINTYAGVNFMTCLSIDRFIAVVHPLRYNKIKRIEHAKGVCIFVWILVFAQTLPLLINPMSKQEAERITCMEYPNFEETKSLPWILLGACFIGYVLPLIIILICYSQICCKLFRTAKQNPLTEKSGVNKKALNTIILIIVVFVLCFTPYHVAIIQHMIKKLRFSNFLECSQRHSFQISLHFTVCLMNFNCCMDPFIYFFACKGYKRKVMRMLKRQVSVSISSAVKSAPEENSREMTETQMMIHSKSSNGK
Jurkat NFkB inh – lowers PMA/ionomycin-induced NF-kB signal in Jurkat cells | PMA/ionomycin-induced NF-kB luciferase reporter, luminescence | inhibition, % at 4 µM | 0.53% of 330,000 active | AID 435003; in the data active = inhibition above about 50%
CXCR6 block – inhibitors of human CXCR6 receptor; CHO-K1 PathHunter CXCR6 beta-arrestin, luminescence; inhibition, % at 20 µM; 0.36% of 360,000 active; AID 602244; in the data active = inhibition above about 34%, passing the limit was not always enough;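 note: antagonist mode with CXCL16 agonist at 10 nM final; 0% = 10 nM CXCL16 with DMSO and 100% = unstimulated wells without agonist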
Target sequence (O00574 whole entry, looked up): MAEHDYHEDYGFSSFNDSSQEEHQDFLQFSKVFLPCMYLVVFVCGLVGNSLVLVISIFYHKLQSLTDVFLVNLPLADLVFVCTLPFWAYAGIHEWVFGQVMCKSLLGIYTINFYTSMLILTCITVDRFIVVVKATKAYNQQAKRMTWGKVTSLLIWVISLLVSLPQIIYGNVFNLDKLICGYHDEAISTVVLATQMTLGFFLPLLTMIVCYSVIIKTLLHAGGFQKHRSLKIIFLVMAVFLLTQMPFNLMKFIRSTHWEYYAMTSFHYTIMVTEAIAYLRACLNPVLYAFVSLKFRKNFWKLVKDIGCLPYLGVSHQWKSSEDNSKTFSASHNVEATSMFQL
UPR CHOP act – activators of apoptotic arm of unfolded protein response (CHOP). CHO-CHOP luciferase reporter, UPR activation, luminescence; percent of tunicamycin response over DMSO baseline. activation, % at 10 µM. 0.34% of 330,000 active;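 active = at 10 µM dose, activation of 40% or more, normalized to positive control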;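 note: 100% = tunicamycin at 10 µg/mL and 0% = DMSO alone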
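Dosing – one dose, 10 µM in 0.5% DMSO · System – CHO-CHOP cells, stable luciferase reporter of PERK-eIF2a-CHOP signalling · Input – 500 cells/well · Control set – tunicamycin 10 µg/mL final as positive, DMSO-only wells as negative · Timing – 6 h compound treatment, 37 °C · Measure – % activation vs tunicamycin · Technique – luminescence read with Steady-Glo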
Gli-Sufu antag – Gli-Sufu pathway antagonism | Sufu-KO-LIGHT fibroblasts, Gli luciferase reporter luminescence | inhibition, % at 5 µM | 0.74% of 340,000 active | AID 588413;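 active = inhibition above about 55%, limit read from the data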;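 note: 0% = DMSO-treated cells and 100% = wells with medium but no cells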
Mdm2-MdmX inh – disrupts the human Mdm2-MdmX interaction | inhibition, % at 8 µM | AID 485346 | O15151+Q00987 | 3% of 330,000 active | SaOS-2 split-luciferase Mdm2/MdmX complementation, luminescence;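 active = inhibition of at least 50% at 8 µM in the primary screen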
The depositor's hits bear a star; x = not tested or not shown.

SMILES	697 NFkB inh	UPR XBP1 act	CCR6 antag	EBI2 block	Jurkat NFkB inh	CXCR6 block	UPR CHOP act	Gli-Sufu antag	Mdm2-MdmX inh
CCOC(=O)N1CCN(c2ccc(N3C(=O)CCCC3=O)cc2[N+](=O)[O-])CC1	20	-1	6	-7	-6	0	0.5	-6	15
CC(C)N1C(=O)c2ccccc2C1C(=O)NCCc1ccccc1 (configuration not stated)	4	-2	14	-9	-1	-2	-0.3	8	8
CCc1ccccc1NC(=O)c1ccc(F)c(S(=O)(=O)N2CCC(C(N)=O)CC2)c1	8	-4	-19	-2	8	-4	1.3	5	23
CCOc1ccc(CCNC(=O)c2cccc3c2C(=O)N(CCOC)C3)cc1OCC	-6	-1	1	3	2	8	1.8	12	8
CNC(=S)N1CCN(c2c(F)cc3c(=O)c(C(=O)O)cn(C4CC4)c3c2OC)CC1C (configuration not stated)	-5	-3	-2	-2	11	-2	-2.5	6	16
CCN1CCN(c2nc3c(C)cccn3c(=O)c2/C=C(\C#N)C(=O)NCCOC)CC1	6	4	7	-3	2	2	-1.5	5	-1
COC(=O)c1ccc(N/C=C/C(=O)c2ccc(OC)c(OC)c2)cc1	-6	0	10	11	-14	1	0.3	-9	-24
Cc1ccc(C(=O)C=Cc2cccc(C)c2)cc1	x	x	27	25	x	7	x	-38	x
O=C(CN1CCN(Cc2ccccc2Cl)CC1)N/N=C/C=C/c1ccco1	-2	3	7	16	-10	2	0.0	-5	14
COc1ccccc1N(C)S(=O)(=O)c1ccc(C(=O)NCc2ccc3c(c2)OCO3)cc1	-17	-4	15	5	-7	2	-2.2	6	15
COc1ccc2nc(C)cc(Nc3cccc(C(=O)O)c3)c2c1	7	-2	0	0	-14	-6	0.7	5	13
COc1ccc(-n2nnc3c(=O)n(CC(=O)N4CCC(C)CC4)cnc32)cc1	14	-2	7	-3	5	-3	1.9	4	1
C=CCn1c(SCC(=O)Nc2cc(Cl)ccc2C(=O)O)nc2sc(C)c(C)c2c1=O	19	-2	12	-3	0	-5	2.2	-1	23
O=C(COC(=O)c1ccccc1)NCc1cccs1	7	0	10	-5	6	0	3.6	-5	8
O=C(COc1ccccc1Cl)Nc1ccccc1C(=O)N1CCCCC1	-52	-1	13	7	-19	6	4.7	-42	-5
CCN1C(=O)[C@H]2[C@@H](c3ccc(-c4ccc5c(c4)OCO5)cc3)N3CCC[C@@]3(C(=O)OC)[C@H]2C1=O	-15	1	-4	9	-8	-12	3.3	-4	17
CCCCCCCC(=O)N1CCN(c2cc3c(cc2F)c(=O)c(C(=O)O)cn3CC)CC1	-19	-1	12	-3	10	-5	0.9	-1	10
O=c1oc2ccccc2c(Nc2cccc3cccnc23)c1[N+](=O)[O-]	-35	-4	30	3	-5	19	-1.9	2	11
Cc1sc(-n2c(C)ccc2C)c(C#N)c1C	-9	-2	15	1	-16	2	0.3	1	-13
C=CCNC(=O)C(C(=O)OCC)C1CCCCC1 (configuration not stated)	10	0	7	-10	1	2	1.7	-7	2
CC(C)Oc1cc(C(=O)NC2CCCCC2)c2ccccc2n1	-26	-7	5	-3	4	1	2.6	3	0
O=C(CSc1nc2c(cnn2-c2ccccc2)c(=O)[nH]1)NC1CCS(=O)(=O)C1 (configuration not stated)	10	-1	-2	2	5	-9	-1.1	0	12
O=C(NCc1ccc(N2CCCC2=O)cc1)Nc1cccc(Cl)c1	0	-6	6	11	11	-1	-0.5	4	-14
CC(=O)c1c(-c2ccccc2)c2cc(Cl)ccc2[nH]c1=O	36*	-1	1	-3	-1	3	-0.9	1	12

Part of the list above, limited to UPR CHOP act:
SMILES,UPR CHOP act
Cc1sc(-n2c(C)ccc2C)c(C#N)c1C,0.3
O=C(COc1ccccc1Cl)Nc1ccccc1C(=O)N1CCCCC1,4.7

Carrying on:
SMILES	697 NFkB inh	UPR XBP1 act	CCR6 antag	EBI2 block	Jurkat NFkB inh	CXCR6 block	UPR CHOP act	Gli-Sufu antag	Mdm2-MdmX inh
O=C(c1ccco1)N1CCN(C(=O)c2cnn3cccnc23)CC1	-34	0	-15	0	-7	-2	-0.4	1	5
Cc1ccc(C2(C)NC(=O)N(CC(=O)Nc3ccccc3C(=O)NC3CCCC3)C2=O)cc1 (configuration not stated)	0	-1	20	-5	8	4	0.7	1	-4
COC(=O)[C@@H]1C[C@H]2CC[C@H](O)C[C@H]2N1Cc1ccccc1OC(=O)c1cccs1	3	2	9	-4	0	-19	-1.9	-22	8
O=C(CSc1nnc(-c2ccc3c(c2)OCCO3)o1)N1CCCC1	-54	0	16	0	-55	-1	-3.2	-22	13
COc1ccc(NC(=O)CSc2nnc3ccc(-c4ccccn4)nn23)c(OC)c1	5	-2	5	-5	11	1	0.1	-2	0
CCNC(=O)COc1ncnc2scc(-c3ccc(F)cc3)c12	15	2	-3	7	4	4	3.5	-4	15
CCOc1ccc(-c2noc(CCCC(=O)NCC3CCCO3)n2)cc1OC (configuration not stated)	-4	-3	16	-7	-2	0	1.4	1	-11
CCN(CC)C(=O)C(=O)N/N=C/c1ccc(Br)cc1	-3	1	12	3	9	1	3.9	12	6
CC(=O)c1ccccc1OCCOCCOc1ccccc1C(C)=O	7	-3	24	-4	-1	-3	1.6	13	17
C=C(C)C(=O)OCC(C)C	7	-1	7	0	4	5	9.9	-15	17
CCC(C)NC(=O)c1cn(CCOC)c(=O)c2c1c1ccccc1n2C (configuration not stated)	2	-3	14	6	-1	-8	-1.7	3	15
Cc1ccc(NS(=O)(=O)N2CCOCC2)cc1	13	-9	-6	-10	3	-1	-1.2	-9	15
Cc1[nH]c2ccccc2c1C(=O)CN1CCCCC1CCO (configuration not stated)	-5	0	-1	-3	-6	-3	-0.2	1	-14
CCNC(=O)NC(C(=O)OC)C12CC3CC(CC(C3)C1)C2 (configuration not stated)	-13	-2	0	-10	-3	-2	-1.0	4	-1
CC(C)(C)c1ccc(S(=O)(=O)NCc2ccccn2)cc1	6	0	7	-2	-8	0	-0.2	4	8
CCOC(=O)c1sc(-c2ccc(Cl)cc2Cl)nc1O	-23	2	-36	9	8	-1	-1.0	0	8
CC1CN(C(=O)COC(=O)c2nn(-c3ccccc3)c(=O)c3ccccc23)CC(C)O1 (configuration not stated)	15	-1	1	-5	-12	2	-2.4	-8	1
O=C(Nc1ccc(Cl)cc1)c1cc2nc(C3CC3)cc(C(F)(F)F)n2n1	6	1	1	21	-19	-5	2.5	27	-15
Cc1ccccc1C(=O)c1cccn1CC(=O)NCc1ccc2c(c1)OCO2	-20	2	-6	7	-1	-2	-0.2	-16	0
CC(=O)C1=NOC2C(=O)N(c3ccccc3)C(=O)C12 (configuration not stated)	14	-5	22	-1	9	7	-0.2	-8	5
O=C(c1oc(=O)c2ccccc2c1-c1ccccc1)N1CCOCC1	10	-1	-1	1	1	10	2.0	-4	13
NS(=O)(=O)c1ccc(CCNS(=O)(=O)c2cccc3cccnc23)cc1	-25	5	13	-21	-19	-17	0.1	0	-22
O=C(Nc1ccc(C(F)(F)F)cc1)N1CCN(C(=O)c2ccco2)CC1	14	-7	2	10	1	1	0.9	-3	-4
O=C(CC12CCC(CC1)C2)NCc1ccc2c(c1)OCO2	-26	0	9	-1	-1	6	4.8	-27	-2
COC(=O)c1cc(-c2ccccc2)sc1NC(=O)CN1C(=O)c2ccccc2C1=O	8	1	10	31	-11	5	2.8	-16	22
COCCCNC(=O)c1ccc(CS(=O)(=O)c2ccccc2OC)o1	7	-2	5	-15	20	1	1.5	2	31
CCCCCC[N+](C)(C)CC/C=C1/c2ccccc2Sc2ccc(Cl)cc21	1	2	22	-1	-1	11	2.3	8	40
S=C(Nc1ccc(Cl)cc1)N1CCN(C2CCCCC2)CC1	-4	-3	-15	-12	-27	-13	-0.1	3	3
COc1ccc(CCNC(=O)CSc2cn(Cc3ccccc3)c3ccccc23)cc1OC	-32	-3	23	42	1	8	0.3	4	37
Cc1ccc(S(=O)(=O)N2CCC(C)CC2)c([N+](=O)[O-])c1	10	-1	9	2	10	6	0.3	7	-5
COc1cccc(-c2nc(CS(=O)(=O)CC(=O)NCCc3ccc(OC)c(OC)c3)c(C)o2)c1	13	-4	13	-3	-7	6	-1.9	-3	22
COc1ccc(/C=C2\SC(=S)N(CC(=O)NCCO)C2=O)cc1	0	1	8	10	-13	-2	3.3	2	-12
CCn1cc(/C=C/C(=O)Nc2c(C)nn(Cc3ccccc3C)c2C)cn1	1	-2	0	-16	0	4	1.9	-1	14
O=C(CSc1ncnc2c1cnn2-c1ccccc1)Nc1ccccc1	2	-1	11	-1	16	0	-0.7	0	18
CCOc1ccc(CN(C)CCc2ccccn2)cc1	25	-3	0	3	12	8	0.9	11	-19
CCN(CC)S(=O)(=O)c1cc([N+](=O)[O-])ccc1N1CCC(C(N)=O)CC1	22	1	9	-4	-1	4	0.5	8	22
Clc1ccc(Cc2nnc(-c3cccs3)o2)cc1	-36	3	9	0	-50	3	4.0	-49	-41
COC(=O)n1c(SC)nc2ccccc21	11	0	-12	-10	-4	0	0.9	-5	13
Cc1c(C(=O)N2CCCC2)oc2c1-c1nn(CC(=O)NCCCOC(C)C)cc1CC2	-3	-6	2	-4	-3	-18	-0.5	-18	6
Cc1cc(N2CCN(C)CC2)nc2ccc(NC(=S)N3CCOCC3)cc12	-40	2	7	4	-53	-14	0.7	7	-6
Cc1ccc2nc(NC(=O)C3CC3C)sc2c1 (configuration not stated)	-178	-4	0	1	-133	-4	4.1	-26	-114
CC(=O)c1ccc(NC(=O)CN2C(=O)CCC2=O)cc1	8	-4	-6	-14	7	-4	2.9	-5	-9
CNC(=S)N(CCc1c(C)[nH]c2ccc(OC)cc12)Cc1cccnc1	26	1	16	4	4	5	0.3	-7	-11
Cc1ccc2c(Cl)cc(Cl)c(OCC(=O)Nc3cccc(S(=O)(=O)N(C)C)c3)c2n1	5	0	16	20	2	14	0.4	16	13
Cn1c(/N=C/c2ccc3c(c2)OCO3)nc2ccccc21	-7	-1	-4	-5	-13	-5	-0.5	0	24
COc1ccc(C)cc1N1CC(C(=O)Nc2ccccc2C(=O)NC2CC2)CC1=O (configuration not stated)	14	-2	-9	-7	-4	3	1.3	6	29
CCSCc1nc2ccccn2c1Br	x	x	-6	-1	x	2	x	-4	x
O=C(NC1=NCCS1)c1cc2ccccc2o1	-127	-5	-6	0	-109	5	-6.3	-65	-44

Single records, from the list above. Order of values: 697 NFkB inh, UPR XBP1 act, CCR6 antag, EBI2 block, Jurkat NFkB inh, CXCR6 block, UPR CHOP act, Gli-Sufu antag, Mdm2-MdmX inh
Clc1ccc(Cc2nnc(-c3cccs3)o2)cc1 as listed: -36, 3, 9, 0, -50, 3, 4.0, -49, -41
COc1ccc(C)cc1N1CC(C(=O)Nc2ccccc2C(=O)NC2CC2)CC1=O (configuration not stated) as listed: 14, -2, -9, -7, -4, 3, 1.3, 6, 29
Cn1c(/N=C/c2ccc3c(c2)OCO3)nc2ccccc21 as listed: -7, -1, -4, -5, -13, -5, -0.5, 0, 24
CCSCc1nc2ccccn2c1Br as listed: x, x, -6, -1, x, 2, x, -4, x
Cc1ccc2nc(NC(=O)C3CC3C)sc2c1 (configuration not stated) as listed: -178, -4, 0, 1, -133, -4, 4.1, -26, -114
